Screening results from PubChem.
HEK293 tox = qHTS of GLP-1 Receptor Inverse Agonists: Cytotox Screen; HEK293 cAMP-luciferase reporter cells, luminescence, 24 h; AID 624418, 2012; Potency, µM (series often up to 38.3 µM), for the others: at the top dose activity change, negative = inhibition, hits mostly inhibitors; 0.13% of 410,000 active;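 note: loss of luciferase light is scored as toxicity; potency is the fitted concentration of half-maximal effect; % is set by controls: 0 for no effect and ±100 for the full control effect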
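Here, cytotoxicity is scored as loss of luminescence. The MLSMR collection was tested on cells seeded in medium containing 10% Nu serum, with a 24 hr compound exposure preceded by 12 hours of culture.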
GLP-1R agonist = qHTS of GLP-1 Receptor Agonists. HEK293 GLP-1R CRE-luciferase, luminescence, 4-6 h; cells express a hypersensitive GLP-1R form. 0.007% of 380,000 active. Glucagon-like peptide 1 receptor (Homo sapiens), P43220. Potency, µM (doses to about 45.6 µM), for inactives: top-dose activation, usual class: activators; note: potency is the fitted concentration of half-maximal effect; % of control where 0% means no effect
D3 antag = qHTS of D3 Dopamine Receptor Antagonist: qHTS; D3R cells, DiscoveRx beta-arrestin luminescence, antagonist mode; active compounds read low; max response, negative = inhibition, %; 2.5% of 360,000 active; in the data active = max response below about -50%; inconclusive = no clear call, values can overlap the other calls; note: % is set by controls: 0 for no effect and ±100 for the full control effect; mostly tested at two doses, the higher about 12 µM
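Cells plated overnight at 1500 cells/well, then exposed to library compounds with dopamine controls for 90 minutes at 37 degrees C. DiscoveRx reagent added for 30–60 minutes at room temperature; luminescence read, quantitative HTS format.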
DRD3 agonist = qHTS of D3 Dopamine Receptor Agonist: qHTS | D(3) dopamine receptor (Homo sapiens), P35462 | D3R DiscoveRx beta-arrestin cells, luminescence, 90 min | max activation, % | 0.58% of 410,000 active; in the data active = max activation above about 30%; note: 0% is about no effect; mostly tested at two doses, the higher about 12 µM
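Cells at 1500/well, incubated overnight, then treated with pinned compounds (dopamine as control) for 90 min at 37 degrees C. DiscoveRx reagent added for 30 - 60 minutes at room temperature; luminescence read.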
PLK1 PBD inh = qHTS for Inhibitors of PLK1-PDB (polo-like kinase 1 - polo-box domain): Primary Screen; Serine/threonine-protein kinase PLK1 (Homo sapiens), P53350; Potency, µM, for inactives: max response, negative = inhibition, actives largely listed as inhibitors; Plk1 PBD binding of FITC phosphopeptide, fluorescence polarization; 2.8% of 360,000 active; AID 720504, 2013; note: potency is the fitted concentration of half-maximal effect; series mostly up to about 57 µM; % is set by controls: 0 for no effect and ±100 for the full control effect; nearly all actives have a fitted effect of over 65% in size
PI5P4Ka inh = qHTS for Inhibitors of phosphatidylinositol 5-phosphate 4-kinase (PI5P4K) | max response, % | Phosphatidylinositol 5-phosphate 4-kinase type-2 alpha (Homo sapiens), P48426 | PI5P4Kalpha enzyme, ADP-Glo luminescence, 60 min; active compounds read low | 1.2% of 330,000 active; active = max response of -50% or lower; inconclusive = between -30% and -50%; inactive = -30% or higher; note: value at the top dose of about 77 µM; % is set by controls: 0 for no effect and ±100 for the full control effect
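Enzyme plus substrate dispensed, test compounds pinned in, then ATP (5 microM final) added. After 60 min at RT, ADP-Glo reagent 1 for 45 min and reagent 2 for 30 min preceded luminescence imaging.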
WRN helicase inh = qHTS for Inhibitors of WRN Helicase; Bifunctional 3'-5' exonuclease/ATP-dependent helicase WRN (Homo sapiens), Q14191; WRN helicase unwinding, fluorescent forked duplex, kinetic; Potency, µM (doses to about 114 µM), for the others: at the highest dose activity change, negative = inhibition, hits mostly inhibitors; 0.46% of 360,000 active; note: potency is the fitted concentration of half-maximal effect; % is set by controls: 0 for no effect and ±100 for the full control effect; nearly all actives have a fitted effect of over 55% in size
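Enzyme (20 nM final) and test compound sit together 15 min at room temperature before substrate addition. Substrate is a single-forked duplex oligonucleotide (100 nM) labelled with fluorophore and quencher, with 2 mM ATP; helicase unwinding raises red fluorescence, read kinetically.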
GLP1R inv ag = qHTS of GLP-1 Receptor Inverse Agonists (Inhibition Mode). Glucagon-like peptide 1 receptor (Homo sapiens), P43220. HEK293 GLP-1R CRE-luciferase, luminescence, 24 h; GLP-1R form is constitutively active. Potency, µM (titrated, usually from 38.3 µM), inactives show top-dose activity change, negative = inhibition, hits mostly inhibitors. 1.6% of 410,000 active; note: potency is the fitted concentration of half-maximal effect; % is set by controls: 0 for no effect and ±100 for the full control effect; nearly all actives have a fitted effect of over 55% in size
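GLP-1R inverse agonism mode: basal reporter luminescence in engineered HEK293 cells measured after one day of compound exposure at 37 deg C, with a 12 min room-temperature detection step.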
IL-2 act = qHTS of IL-2 Activators. IL-2 activation reporter assay, cell-based qHTS; stimulated with anti-CD3/CD4/CD28 beads; in transgenic mouse T cells. 0.065% of 360,000 active. AID 652025, 2013. activation, % (series mostly up to about 46 µM); in the data active = activation above about 50%; inconclusive = mostly about 30% to 49%; note: 0% is about no effect
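Screening format: compound pinned onto unstimulated transgenic mouse T cells, 60 min incubation, then anti-CD3/anti-CD4/anti-CD28 bead stimulation for 18 hours at 37 degrees C, followed by EGFP and DsRed detection.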
Numbers without * were called inactive; & = joins results of further samples; [ ] = remark or other dose. Unless noted, calls come from the whole dose curve; as a rule, active = well fitted curve in the direction sought with a large enough effect; inconclusive = small, poorly fitted or top-dose-only effect, or another doubt; inactive = no such curve, though single readings can be large; an effect the other way counts as inactive or inconclusive.

`CCOC(=O)CSc1nnc(NCC(=O)OC)c(=O)[nH]1` gave HEK293 tox -5%, GLP-1R agonist -15%, D3 antag -56*, DRD3 agonist -14, PLK1 PBD inh inconclusive, PI5P4Ka inh 10, WRN helicase inh -30%, GLP1R inv ag 0% and IL-2 act -1.5.
`O=C(O)CCC(NS(=O)(=O)c1ccc(-c2ccccc2)cc1)C(=O)O` (stereo unspecified) gave HEK293 tox 14%, GLP-1R agonist 0%, D3 antag inconclusive, DRD3 agonist -1, PLK1 PBD inh -9%, PI5P4Ka inh 4, WRN helicase inh 0%, GLP1R inv ag 0% and IL-2 act -3.3.
For Cc1cc(C)c(C)c(S(=O)(=O)N2CCN(C(=O)CCC(=O)N3CCOCC3)CC2)c1C the results were HEK293 tox 1%, GLP-1R agonist -5%, D3 antag 1, DRD3 agonist 2, PLK1 PBD inh -6%, PI5P4Ka inh 0, WRN helicase inh -7%, GLP1R inv ag 1% and IL-2 act 1.7.
For O=C1CCC(=O)N1CNc1ccccn1 the results were HEK293 tox 48%[activator], GLP-1R agonist 1%, D3 antag 0, DRD3 agonist 2, PLK1 PBD inh -7%, PI5P4Ka inh 4, WRN helicase inh -14%, GLP1R inv ag -8% and IL-2 act -1.9.
COc1ccccc1N1CCN(CC(O)COc2ccc3c(c2)CCC3)CC1 (stereo unspecified) was read as HEK293 tox 0%, GLP-1R agonist 2%, D3 antag -67*, DRD3 agonist -5, PLK1 PBD inh 0%, PI5P4Ka inh 1, WRN helicase inh -11%, GLP1R inv ag inconclusive and IL-2 act -2.6.
For CCC1COCCS(=O)(=O)N1Cc1ccc(Cl)cc1 (stereo unspecified) the results were HEK293 tox 9%, GLP-1R agonist 9%, D3 antag 13, DRD3 agonist -17, PLK1 PBD inh -2%, PI5P4Ka inh -2, WRN helicase inh -8%, GLP1R inv ag -3% and IL-2 act -0.2.
`COc1ccc(NC2=CC(=O)CC(C)(C)C2)cc1OC` gave HEK293 tox 6%, GLP-1R agonist 0%, D3 antag -10, DRD3 agonist 1, PLK1 PBD inh -7%, WRN helicase inh 2%, GLP1R inv ag 3% and IL-2 act -0.2.
Screening CCOC(=O)CSc1nc2c([nH]c3ccccc32)c(=O)n1C returned HEK293 tox 0%, GLP-1R agonist -2%, D3 antag 12, DRD3 agonist 5, PLK1 PBD inh 1%, PI5P4Ka inh 1, WRN helicase inh -4%, GLP1R inv ag 44%[activator] and IL-2 act 3.7.
Screening CCOC(=O)c1ccc(-n2c(-c3ccc(C)cc3)c(C)n3c4c(=O)n(C)c(=O)n(C)c4nc23)cc1 returned HEK293 tox -4%, GLP-1R agonist -8%, DRD3 agonist 7 and GLP1R inv ag 19%.
Screening COc1ccc(NC(=O)c2sccc2C)cn1 returned HEK293 tox 11%[0.307 µM], GLP-1R agonist -7%, D3 antag 10, DRD3 agonist -2, PLK1 PBD inh -5%, PI5P4Ka inh 3, WRN helicase inh 1%, GLP1R inv ag 9%[0.307 µM] and IL-2 act 0.2.
Screening COc1ccc(/C=N/Nc2cn[nH]c(=O)c2Cl)cc1 returned HEK293 tox 3%, GLP-1R agonist 30%, D3 antag -6, DRD3 agonist 5, PLK1 PBD inh -9%, PI5P4Ka inh -23, WRN helicase inh -8%, GLP1R inv ag 106%[activator] and IL-2 act -0.3.
`CCCCC[C@H](C)N1C[C@@H](COCc2ccccc2)Oc2cc(N3CCC[C@H]3CO)ccc2S1(=O)=O` gave HEK293 tox 0%, GLP-1R agonist 5%, D3 antag 8, DRD3 agonist 9, PLK1 PBD inh -3%, PI5P4Ka inh 19, WRN helicase inh -10%, GLP1R inv ag inconclusive and IL-2 act 0.6.
`CCOc1ccc(/C=N/NC(=O)Cn2ccnc2C)cc1` gave HEK293 tox -4%, GLP-1R agonist 5%, D3 antag 8, DRD3 agonist 2, PLK1 PBD inh -2%, PI5P4Ka inh 1, WRN helicase inh 3%, GLP1R inv ag inconclusive and IL-2 act 0.5.
`Cc1cnc(=O)[nH]c1SCc1ccccc1F` gave HEK293 tox -12%, GLP-1R agonist -4%, D3 antag 8, DRD3 agonist 1, PLK1 PBD inh -4%, PI5P4Ka inh -1, WRN helicase inh -6%, GLP1R inv ag -2% and IL-2 act -0.4.
Screening COc1ccccc1-c1ccc2c(c1)O[C@@H](CN(C)C(=O)c1ccncc1)[C@H](C)CN([C@@H](C)CO)S2(=O)=O returned HEK293 tox 18%, GLP-1R agonist 23%, D3 antag 2, DRD3 agonist 8, PLK1 PBD inh -3%, PI5P4Ka inh 0, WRN helicase inh 7%, GLP1R inv ag -1% and IL-2 act -1.6.
`O=C(Nc1nncs1)c1ccc(S(=O)(=O)c2ccccc2)cc1` gave HEK293 tox 7%, GLP-1R agonist 14%, D3 antag -8, DRD3 agonist 0, PLK1 PBD inh -1%, WRN helicase inh -13%, GLP1R inv ag 41%[activator] and IL-2 act 1.4.
`COC(=O)c1cc(N=Nc2c(C)[nH]c3ccccc23)cc(C(=O)OC)c1` gave HEK293 tox 5%, GLP-1R agonist -1%, D3 antag -1, DRD3 agonist 7, PLK1 PBD inh -10%, PI5P4Ka inh 1, WRN helicase inh 3%, GLP1R inv ag 11% and IL-2 act 0.2.
For Cc1nc(Nc2cccc(F)c2)c2oc3ccccc3c2n1 the results were HEK293 tox -6%, GLP-1R agonist 17%, D3 antag 6, DRD3 agonist -4, PLK1 PBD inh -2%, PI5P4Ka inh -3, WRN helicase inh -13%, GLP1R inv ag inconclusive and IL-2 act 0.2.
For CC1(C)O[C@@H]2C[C@H]3[C@@H]4CCC5=CC(=O)CC[C@]5(C)[C@@]4(F)[C@@H](O)C[C@]3(C)[C@]2(C(=O)CCl)O1 the results were HEK293 tox -4%, GLP-1R agonist -1%, D3 antag 0, DRD3 agonist -28&0, PLK1 PBD inh 2%, PI5P4Ka inh -1, WRN helicase inh -5%, GLP1R inv ag inconclusive and IL-2 act -0.5.
Cc1cc(C)c(S(=O)(=O)N2CCc3ccccc32)c(C)c1 was read as HEK293 tox 14%, GLP-1R agonist -5%, D3 antag -12, DRD3 agonist 5, PLK1 PBD inh -17%, PI5P4Ka inh 5, WRN helicase inh -10%, GLP1R inv ag inconclusive and IL-2 act -1.0.
For COc1ccc(C2(CNC(C)=O)CCCC2)cc1OC the results were HEK293 tox -6%, GLP-1R agonist 0%, D3 antag -23, DRD3 agonist -3, PLK1 PBD inh 0%, PI5P4Ka inh 32, WRN helicase inh 7%, GLP1R inv ag 8% and IL-2 act 0.1.
Screening CC(C)(C)OC(=O)N/N=C\c1ccc[nH]1 returned HEK293 tox 5%, GLP-1R agonist -2%, D3 antag 2, DRD3 agonist 3, PLK1 PBD inh -10%, PI5P4Ka inh -2, WRN helicase inh -5%, GLP1R inv ag 6% and IL-2 act 0.3.
`Cc1ccc2c(CC(=O)Nc3sccc3C(N)=O)coc2c1` gave HEK293 tox 13%, GLP-1R agonist 10%, D3 antag 41, DRD3 agonist 2, PLK1 PBD inh -3%, PI5P4Ka inh -7, WRN helicase inh -9%[57.1 µM], GLP1R inv ag 0% and IL-2 act 3.2.
CC(C)(C)C(=O)NC(=O)Nc1ccccc1C(F)(F)F was read as HEK293 tox 2%, GLP-1R agonist 1%, D3 antag 14, DRD3 agonist -2, PLK1 PBD inh -5%, PI5P4Ka inh 0, WRN helicase inh -6%, GLP1R inv ag -29% and IL-2 act -0.4.
`CNc1sc(C(=O)c2ccc(F)cc2)c(N)c1-c1nc2ccccc2s1` gave HEK293 tox 11µM*, GLP-1R agonist 10%, D3 antag -76*, DRD3 agonist -42, PLK1 PBD inh 21µM*, WRN helicase inh 3%, GLP1R inv ag 0% and IL-2 act -2.0.
Screening O=C(Oc1ccc2cc(Br)ccc2c1)c1cccnc1 returned HEK293 tox 2%, GLP-1R agonist -3%, D3 antag 16, DRD3 agonist 2, PLK1 PBD inh 0%, WRN helicase inh -6%[57.1 µM], GLP1R inv ag -5% and IL-2 act 0.2.
Nc1[nH]c(C(=O)c2ccccc2)c(-c2ccccc2C(F)(F)F)c1C(=O)NCc1cccc2ccccc12 was read as HEK293 tox -3%, GLP-1R agonist 6%, D3 antag -28, DRD3 agonist 2, PLK1 PBD inh 1%, PI5P4Ka inh -9, WRN helicase inh -3%, GLP1R inv ag 29% and IL-2 act -0.4.
Screening Cc1cc(=O)oc2c(C)c3occc3cc12 returned HEK293 tox 10%, GLP-1R agonist 23%, D3 antag -3, DRD3 agonist 1, PLK1 PBD inh -22%, PI5P4Ka inh -1, WRN helicase inh 12%, GLP1R inv ag 84%[activator] and IL-2 act -3.0.
For CC(=O)N1CCN(C23CC4CC(CC(C4)C2)C3)CC1 the results were HEK293 tox -2%, GLP-1R agonist -2%, D3 antag 8, DRD3 agonist -2, PLK1 PBD inh -5%, PI5P4Ka inh 1, WRN helicase inh 5%, GLP1R inv ag 4% and IL-2 act 1.2.
Screening Cc1cc(C)n2cc(CSCc3ccco3)nc2n1 returned HEK293 tox 2%, GLP-1R agonist -6%, D3 antag -10, DRD3 agonist -4, PLK1 PBD inh -18%, PI5P4Ka inh 2, WRN helicase inh inconclusive, GLP1R inv ag 1% and IL-2 act 0.4.
FC(F)(F)C(F)(F)c1nc2nc(Cl)c(Cl)nc2[nH]1 was read as HEK293 tox 4%, GLP-1R agonist -3%, D3 antag 22, DRD3 agonist 2, PLK1 PBD inh 0%, PI5P4Ka inh -17, WRN helicase inh -4%, GLP1R inv ag inconclusive and IL-2 act -1.7.

This is a random part of the collection. About 7.8% of those tested had a hit in this group.
